Screens (PubChem)
FBW7 activator – activators of human E3 ligase FBW7; Q969H0; AlphaScreen FBW7–phospho-cyclin E peptide binding, activator screen; normalized activity (activation), % at 26.1 µM; 650,000 tested, 0.13% active; AID 1259310; in the data active means normalized activity above about 1.9%;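 further: purified mutant Fbw7 with reduced substrate affinity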
Target sequence (Q969H0 whole entry, looked up): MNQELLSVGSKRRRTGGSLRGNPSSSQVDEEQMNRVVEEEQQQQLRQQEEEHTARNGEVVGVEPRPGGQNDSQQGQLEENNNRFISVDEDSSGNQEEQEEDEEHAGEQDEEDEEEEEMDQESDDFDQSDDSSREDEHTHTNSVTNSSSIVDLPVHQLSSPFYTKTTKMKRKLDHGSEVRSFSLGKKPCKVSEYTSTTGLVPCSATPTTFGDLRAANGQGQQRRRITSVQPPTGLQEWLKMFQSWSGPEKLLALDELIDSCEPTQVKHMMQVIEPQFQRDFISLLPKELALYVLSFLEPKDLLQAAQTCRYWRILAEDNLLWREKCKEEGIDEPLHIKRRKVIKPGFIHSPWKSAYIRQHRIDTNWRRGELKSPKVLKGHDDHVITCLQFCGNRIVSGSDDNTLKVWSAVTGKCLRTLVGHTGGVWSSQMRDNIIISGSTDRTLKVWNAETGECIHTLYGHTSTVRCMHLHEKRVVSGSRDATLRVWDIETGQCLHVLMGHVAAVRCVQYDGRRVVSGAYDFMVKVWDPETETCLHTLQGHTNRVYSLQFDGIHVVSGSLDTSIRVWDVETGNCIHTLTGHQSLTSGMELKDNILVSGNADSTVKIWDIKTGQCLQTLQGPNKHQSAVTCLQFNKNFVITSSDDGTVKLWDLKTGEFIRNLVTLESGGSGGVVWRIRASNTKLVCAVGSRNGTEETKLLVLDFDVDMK
TEAD-YAP inh – TEAD-YAP interaction inhibition; HEK-TIYL cells, TEAD-Gal4/YAP UAS-luciferase luminescence; inhibition, % at 9.12 µM; 640,000 tested, 1.4% active; in the data active means inhibition above about 32%;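 further: 0% = median of test compound wells and 100% = reference inhibitor wells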
MITF inh – human MITF inhibition, primary screen | AlphaScreen MITF homodimerization, bead proximity signal | inhibition, % at 2.6 µM | 650,000 tested, 0.91% active | AID 1259374; in the data active means inhibition above about 50%;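 further: 0% = vehicle wells with protein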
GPR151 ag – activators of human GPR151; AID 1508602; PathHunter beta-arrestin GPR151 cells, luminescence; activation, % at 11.2 µM; 650,000 tested, 1% active; in the data active means activation above about 4.9%;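 further: 0% = median of compound wells and 100% = cells with positive control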
Target sequence (Q8TDV0 whole entry, looked up): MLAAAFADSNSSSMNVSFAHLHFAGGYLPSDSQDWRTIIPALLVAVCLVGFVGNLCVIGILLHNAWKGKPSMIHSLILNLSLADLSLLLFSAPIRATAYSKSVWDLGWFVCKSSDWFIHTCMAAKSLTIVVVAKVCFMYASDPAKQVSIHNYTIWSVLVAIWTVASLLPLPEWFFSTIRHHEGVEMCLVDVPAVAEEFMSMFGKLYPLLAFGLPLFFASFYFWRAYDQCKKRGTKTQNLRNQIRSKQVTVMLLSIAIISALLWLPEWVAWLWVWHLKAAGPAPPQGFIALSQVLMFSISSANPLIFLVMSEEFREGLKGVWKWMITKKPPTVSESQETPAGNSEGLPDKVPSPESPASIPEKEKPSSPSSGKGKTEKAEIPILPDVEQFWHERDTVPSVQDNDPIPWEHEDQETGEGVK
An asterisk follows results filed as active. Random draw from the library; about 3.4% have a hit in one of these screens.

SMILES	FBW7 activator	TEAD-YAP inh	MITF inh	GPR151 ag
CCOC(=O)C1=NN=C2C(=O)N(c3ccc(C)cc3)C(=O)C12 (configuration not stated)	0.1	7	5	-1.7
CS(=O)(=O)Nc1cccc(C2=NN(C(=O)c3ccco3)C(c3ccccc3O)C2)c1 (configuration not stated)	-0.1	-12	12	-1.5
O=C(Nc1ccc(O)cc1C(=O)O)c1ccc(N2C(=O)c3ccccc3C2=O)cc1	0.0	1	-3	0.3
CC(=O)c1c(C)nc2cc(Cl)ccc2c1N	-0.3	-9	-3	-0.5
COc1cc(/C=C2/SC(=S)N(CC(=O)O)C2=O)ccc1OC(C)C(=O)O (configuration not stated)	-0.5	4	6	-1.5
COc1ccc(Nc2cc(-c3cccnc3)nc(C)n2)cc1	0.2	-10	13	3.4
O=C(Cn1c(=O)n(Cc2cccs2)c2ncccc21)N1CCCC1	-0.1	-6	11	2.0
CCC(=O)N(Cc1ccccc1OC)Cc1cc2cc(OC)ccc2[nH]c1=O	0.0	3	8	1.3
Cn1ccnc1SCC(=O)c1cccc(C(F)(F)F)c1	0.7	-52	-1	-0.8
CC1=C(C(=O)OCC(C)C)C(c2ccc3c(c2)OCO3)C2=C(CC(c3ccccc3)CC2=O)N1 (configuration not stated)	0.7	12	11	0.3

No new results follow: an excerpt of the list.
SMILES	FBW7 activator	TEAD-YAP inh	MITF inh	GPR151 ag
CC(=O)c1c(C)nc2cc(Cl)ccc2c1N	-0.3	-9	-3	-0.5
COc1cc(/C=C2/SC(=S)N(CC(=O)O)C2=O)ccc1OC(C)C(=O)O (configuration not stated)	-0.5	4	6	-1.5
COc1ccc(Nc2cc(-c3cccnc3)nc(C)n2)cc1	0.2	-10	13	3.4
O=C(Cn1c(=O)n(Cc2cccs2)c2ncccc21)N1CCCC1	-0.1	-6	11	2.0
CCC(=O)N(Cc1ccccc1OC)Cc1cc2cc(OC)ccc2[nH]c1=O	0.0	3	8	1.3
Cn1ccnc1SCC(=O)c1cccc(C(F)(F)F)c1	0.7	-52	-1	-0.8
CC1=C(C(=O)OCC(C)C)C(c2ccc3c(c2)OCO3)C2=C(CC(c3ccccc3)CC2=O)N1 (configuration not stated)	0.7	12	11	0.3

More results follow.
SMILES	FBW7 activator	TEAD-YAP inh	MITF inh	GPR151 ag
CC(=O)c1cccc(CN2CCN(CC=C(C)C)C(CCO)C2)c1 (configuration not stated)	0.0	3	-26	0.9
COC(=O)CCNc1nncc(-c2ccccc2C)n1	0.2	-1	15	-1.7
COC(=O)c1c(NC2=NS(=O)(=O)c3ccccc32)sc2c1CCC(C(C)(C)C)C2 (configuration not stated)	-0.4	7	-7	-0.2
CC1CC(C)(C)NC(=S)N1CCCC(=O)N1CCN(C(c2ccccc2)c2ccc(Cl)cc2)CC1 (configuration not stated)	-0.1	12	-1	0.0
O=C(O)c1cc(-c2c[nH]c3ccccc23)n[nH]1	0.0	6	15	2.3
COc1cccc(C2CC(c3cccc(Br)c3)Nc3ncnn32)c1 (configuration not stated)	0.0	-9	-2	-0.8
Cc1sc2ncnc(N3CCN(c4ccccc4O)CC3)c2c1C	-0.1	8	9	0.0
Cc1ccc(-c2nc3ncccc3o2)cc1NC(=S)NC(=O)c1ccccc1Br	0.0	-4	5	0.2
CCOC(=O)c1nnc(-c2ccc(C)cc2)nc1N1CCCC1	0.0	-1	-3	-0.3
Cc1cc(=O)oc2cc(NC(=S)NNC(=O)c3ccco3)ccc12	0.3	-32	-9	-0.8
CCNc1nc(NCC)n2c(SCC(=O)c3ccccc3F)nnc2n1	-0.2	13	1	-1.0
COc1cccc(CNC(=S)NC2CCCC2)c1	-0.2	4	-7	6.3*
O=C(O)CCc1nc2ncccc2c(=O)n1Cc1ccccc1Cl	-0.1	0	3	0.1
COc1ccccc1NC(=O)CNC(=O)c1ccccc1C	0.1	2	15	0.0
N#Cc1ccccc1NC(=O)COC(=O)c1cccc(S(=O)(=O)N2CCOCC2)c1	-0.2	4	3	2.2
O=C(c1ccccc1)N1CCN(C(=O)c2ccc([N+](=O)[O-])s2)CC1	-0.1	7	8	1.7
CCCCc1ccc(-c2csc(/C(C#N)=C\c3cccs3)n2)cc1	0.0	5	9	0.1
O=C(NCc1nnc2n1CCN(Cc1ccc3c(c1)OCCO3)CC2)c1ccncc1	0.1	6	6	2.4
CCc1ccc(NC(=O)Cn2c(=O)oc3cc(S(=O)(=O)N4CCCC4)ccc32)cc1	0.1	-3	-20	0.9
CCCN(CCC)S(=O)(=O)c1ccc(F)c(C(=O)Nc2ccc(C(F)(F)F)cc2)c1	0.7	3	15	0.2
CCOC(=O)C1=C(CSc2nc(-c3cccs3)ccc2C#N)OC(N)=C(C#N)C1c1ccc(F)cc1 (configuration not stated)	0.1	1	4	0.5
C=CCn1c(C)cc(C(=O)COC(=O)CCC(=O)c2ccc3c(c2)OCCO3)c1C	0.0	-1	6	-0.7
O=C(Cn1cnc2c(nnn2Cc2ccccc2F)c1=O)NCc1ccccc1Cl	0.0	4	4	-0.6
Cc1ncsc1CCOC(=O)c1cc2c(C)nn(-c3ccccc3)c2s1	-0.2	4	-2	1.7
CCOc1ccc(NC(=O)C2C3C=CC4(O3)C2C(=O)N(Cc2ccc(OC)cc2)C4C(=O)NC2CCCCC2)cc1 (configuration not stated)	0.4	-5	5	-0.4
Fc1ccc(-c2cnc3ccc(NCCc4ccccn4)nn23)cc1Cl	0.3	25	12	-1.0
O=S(=O)(NCC(NCc1ccccc1)c1ccccc1)c1ccc(Cl)cc1 (configuration not stated)	0.0	0	-6	0.7
O=C(c1ccc2c(c1)N(Cc1ccccc1)C(=O)CS2)N1CCOCC1	0.0	11	0	0.1
Cc1cnc(NCc2cccnc2)nc1Nc1ccc(N2CCOCC2)cc1	-0.1	9	12	-0.9
COc1ccc(C2=N/C(=C/c3ccccc3[N+](=O)[O-])C(=O)O2)cc1	0.6	-8	11	1.1
CCn1c(SCC(=O)NC(C)(C)C)nnc1-c1ccc(OC)c(OC)c1	-0.1	14	-2	0.3
COc1cc2c(cc1OC)C(COc1ccc(F)cc1)N(C(=O)CCc1ccccc1)CC2 (configuration not stated)	-0.3	-29	4	-1.1
NC(=O)CSc1nnc2c(n1)[nH]c1ccc(Cl)cc12	0.1	-8	4	-0.5
Cc1cccc(-c2noc(CN(C(=O)c3ccc4c(c3)OCO4)C(C)C)n2)c1	0.5	-4	2	3.1
Cc1ccn(-c2ccc(N3CCN(C(=O)c4ccccc4Br)CC3)nn2)n1	0.3	3	4	0.1
O=C(Nc1nc2c(Br)cccc2s1)c1cccc(N2C(=O)CCC2=O)c1	0.5	2	12	-3.3
O=C(O)CCCC(=O)Nc1ccc(N2CCOCC2)cc1	0.5	5	12	1.2
CCN(CC)c1nc(C)nc2sc(C(=O)O)c(C)c12	0.0	9	1	4.7
N#CC(C#N)=Cc1ccc(OCCOc2ccccc2)cc1	0.9	-26	8	-1.4
CC(C)C(NC(=O)CCl)c1ccc2c(c1)OCCCO2 (configuration not stated)	-0.1	16	0	1.1
Cc1ccc(C(=O)OCCN(C)Cc2ccccc2)cc1	-0.1	4	-5	-0.1
CC1CC2(CC(C)(c3csc(Nc4ccccc4)n3)OC2=O)C(=O)O1 (configuration not stated)	-0.2	-1	6	0.9
Cc1ccc(C)c(NC(=O)C2CC(=O)N(c3ccc(C(C)C)cc3)C2)c1 (configuration not stated)	-0.1	8	-1	1.4
Clc1ccc(Nc2nccn3c(-c4ccsc4)cnc23)cc1	0.7	-15	-7	-1.1
COc1ccccc1-c1ccc(/C=C/C(=O)c2ccco2)o1	0.6	-49	11	-1.1
COc1ccc(CCNc2nc(-c3cccs3)nc3c2ncn3-c2ccsc2)cc1	-0.1	-1	-4	3.4
CCOC(=O)c1c(NC(=O)CSc2nnc3sc4ccccc4n23)sc2c1CCC2	0.2	-4	9	3.9
COc1cc(/C=N/NC(=O)CCNc2n[nH]c(=O)[nH]c2=O)cc([N+](=O)[O-])c1O	0.0	5	11	2.4
O=C(NCCC1CCCC1)C(c1ccccc1)c1ccccc1	0.1	-3	-2	1.4
CCOc1ccc2nc(SCC(=O)Nc3cccc(C#N)c3)sc2c1	-0.1	1	-3	0.0

Full records, quoted from the list. Order of values: FBW7 activator | TEAD-YAP inh | MITF inh | GPR151 ag
CS(=O)(=O)Nc1cccc(C2=NN(C(=O)c3ccco3)C(c3ccccc3O)C2)c1 (configuration not stated) across the screens: -0.1 | -12 | 12 | -1.5
Fc1ccc(-c2cnc3ccc(NCCc4ccccn4)nn23)cc1Cl across the screens: 0.3 | 25 | 12 | -1.0
O=C(Nc1ccc(O)cc1C(=O)O)c1ccc(N2C(=O)c3ccccc3C2=O)cc1 across the screens: 0.0 | 1 | -3 | 0.3
O=C(c1ccccc1)N1CCN(C(=O)c2ccc([N+](=O)[O-])s2)CC1 across the screens: -0.1 | 7 | 8 | 1.7

Next section.
SMILES	FBW7 activator	TEAD-YAP inh	MITF inh	GPR151 ag
COCCN(CCOC)c1ncnc2c1c(-c1ccccc1)cn2-c1cccc(Cl)c1	0.0	14	5	0.1
O=C1c2ccc([N+](=O)[O-])cc2C(=O)N1c1ccccc1C(F)(F)F	0.8	17	15	-1.5
Clc1ccc(-c2nc3ccncc3[nH]2)cc1	-0.1	-8	4	-3.4
CCN(CC)C(=O)CSc1nc(C(C)C)nc2ccccc12	0.3	1	0	-0.8
O=C(NCc1ccc(Cl)cc1)c1cc2n(n1)C(C(F)(F)F)CC(c1ccc(Br)cc1)N2 (configuration not stated)	0.1	9	2	0.8
O=C(O)CC1(CC(=O)N2CCCC3CCCCC32)CCCC1 (configuration not stated)	0.2	-6	-10	-0.3
CCN(Cc1ccncc1)Cc1ccc2c(c1)CN(C(=O)c1ccoc1)CCO2	-0.2	-1	-2	0.1
COC1CCCC(C(=O)N2CCC[C@H]2Cn2nc(-c3cccs3)ccc2=O)C1 (some centres not stated)	0.1	-2	13	0.7
COc1cccc(-c2noc(C3CCCN(C(=O)c4ccc(F)cc4F)C3)n2)c1 (configuration not stated)	-0.1	0	-1	0.1
Cc1cccnc1CNC(=O)c1cc(Cc2ccc(F)cc2)no1	0.0	3	-4	0.0
CCn1c(SCC(=O)Nc2cccc(OC)c2)nnc1-c1c[nH]c2ccccc12	0.0	13	2	0.2
Brc1ccc(CN2CCOCC2)cc1	-0.1	-8	46	-0.8
Cc1noc(C)c1C(=O)N1CCC(n2nccc2NC(=O)CCOc2ccccc2)CC1	0.0	-1	6	-0.9
CCn1nc(C)c(CNCc2c(C(=O)N3C[C@@H](C)O[C@@H](C)C3)nc3sccn23)c1C	-0.1	2	-3	0.3
Cc1ccc(C(=O)Nc2ccc(F)cc2)cc1S(=O)(=O)N1CCOCC1	0.0	-9	15	1.4
O=C(NC1CCN(Cc2ccccc2)CC1)C1CCN(c2ccc(Nc3ccncn3)nn2)CC1	-0.1	4	-8	1.8
CCCCCNC(=O)c1sc(=S)n2c1[nH]c(=O)c1ccccc12	0.3	3	16	-0.6
COc1ccc(CCNc2nc(Nc3ccccc3)nc3nc[nH]c23)cc1	-0.1	24	7	1.5
COc1ccc(OC(=O)c2ccccc2)c(C(C)=O)c1	0.0	-12	-13	0.6
CSc1nnc(Cc2ccc3c(c2)OCO3)o1	0.0	-3	21	0.8
NC(=O)COc1ncnc2scc(-c3ccccc3)c12	-0.1	7	-9	0.2
Cc1ccc(C(=O)Nc2nc(-c3cc4cc(Cl)ccc4oc3=O)cs2)cc1	0.3	9	4	-0.7
O=C(COc1ccccc1F)NCCOc1cccc2cccnc12	-0.1	-1	0	-0.3
COCCOC(=O)C1=C(C)NC2=C(C(=O)CC(C)(C)C2)C1c1ccccn1 (configuration not stated)	0.1	1	4	0.9
COCCn1c(-c2cccc(C)c2)n[nH]c1=S	0.0	9	3	-0.6
CCOc1ccc2[nH]c(=O)c(CN(CCN(C)C)C(=O)NCc3ccccc3)cc2c1	0.0	6	8	-0.2
Fc1ccccc1C1C=C(c2cccs2)Nc2nnnn21 (configuration not stated)	-0.2	-28	1	0.5
COc1ccc(F)c(CC2(CCC(=O)N3CC4(C)CC3CC(C)(C)C4)CCC(=O)N2)c1 (configuration not stated)	0.1	0	9	0.4
CCOC(=O)c1ccc(NC(=O)c2oc3c(c2C)-c2[nH]ncc2CC3)cc1	0.4	-11	18	-1.9
COc1ccc(N(CC(=O)N2CCN(c3ccccc3)CC2)S(C)(=O)=O)c(OC)c1	-0.1	-3	6	0.7
CC(C)(C)NCCOCCOc1ccccc1Br	0.3	-6	39	-1.0
CCOC(=O)C(C)Sc1nnnn1-c1ccccc1 (configuration not stated)	0.1	-3	-5	0.7
Nc1ncnc(Oc2ccc(Cl)cc2)c1[N+](=O)[O-]	0.1	13	14	-1.2
CCCCC(O)(CCCC)C(=O)NN(C(=O)OCC)c1ccccc1	0.0	-3	-7	-1.0
COc1ccc(NC(=O)c2cc3c(CO)cnc(C)c3oc2=Nc2cc(OC)cc(OC)c2)cc1	-0.1	-3	-5	-0.1
CCCCOc1ccc(C(=O)Nc2nc3ccc(C)cc3s2)cc1	0.2	-14	9	-1.2
Cc1ccc(NC(=O)/C(=C\c2ccc(N(C)C)cc2)NC(=O)c2ccccc2Br)cc1Cl	0.0	2	9	-0.1
c1ccc(CSc2ncn[nH]2)c(CSc2ncn[nH]2)c1	0.1	-5	-8	-1.8
COCCCNC(=O)Cn1cc2c(n1)CCCC2	0.7	-2	0	-0.5
N#Cc1ccccc1COc1ccc(-n2cnnn2)cc1	0.2	-19	10	-2.3
NC(=O)c1ccccc1NC(=O)CCCC(=O)Nc1ccccc1C(N)=O	0.1	0	12	0.7
C=CCOC(=O)c1cccc(-c2ccc(C=C3C(=O)NC(=S)NC3=O)o2)c1	-0.3	2	16	0.9
